# Screens deposited in PubChem by National Center for Advancing Translational Sciences (NCATS).
# KAT2A inh – blocks human GCN5L2 histone acetyltransferase; AID 504327; GCN5L2 HAT assay, ThioGlo1 CoA-SH fluorescence; Potency, µM (series often up to 58.9 µM), for the others: top-dose activity change, negative = inhibition, hits mostly inhibitors; Q92830; 390,000 tested, 0.21% active
# Target sequence (Q92830 whole entry, looked up): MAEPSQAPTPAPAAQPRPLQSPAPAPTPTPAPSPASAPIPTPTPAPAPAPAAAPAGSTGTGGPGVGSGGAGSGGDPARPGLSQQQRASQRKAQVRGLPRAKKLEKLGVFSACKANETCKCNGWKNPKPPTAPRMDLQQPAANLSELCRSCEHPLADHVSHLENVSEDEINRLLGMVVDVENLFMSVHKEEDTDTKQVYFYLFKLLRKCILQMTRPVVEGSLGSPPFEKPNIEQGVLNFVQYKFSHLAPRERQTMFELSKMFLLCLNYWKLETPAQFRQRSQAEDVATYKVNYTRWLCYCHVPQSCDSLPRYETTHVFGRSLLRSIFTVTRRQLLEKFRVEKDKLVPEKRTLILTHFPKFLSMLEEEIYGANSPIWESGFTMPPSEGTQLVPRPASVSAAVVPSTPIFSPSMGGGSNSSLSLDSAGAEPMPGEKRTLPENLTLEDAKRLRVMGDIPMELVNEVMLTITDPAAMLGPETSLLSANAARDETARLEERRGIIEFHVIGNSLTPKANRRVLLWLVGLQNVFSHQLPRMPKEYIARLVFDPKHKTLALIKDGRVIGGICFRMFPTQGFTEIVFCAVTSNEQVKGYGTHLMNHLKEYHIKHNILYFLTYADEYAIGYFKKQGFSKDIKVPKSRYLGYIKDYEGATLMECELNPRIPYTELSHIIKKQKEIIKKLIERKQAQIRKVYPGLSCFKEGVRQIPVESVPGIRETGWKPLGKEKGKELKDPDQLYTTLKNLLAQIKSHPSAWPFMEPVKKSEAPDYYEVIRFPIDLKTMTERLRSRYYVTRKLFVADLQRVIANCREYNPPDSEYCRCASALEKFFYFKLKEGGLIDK
#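 Preincubate 20nM GCN5L2 with compound 15 min, RT → add 50uM ThioGlo1 + 75uM H3(1-25) + 70uM acetyl-CoA → read fluorescence 0 and 20 min. Primary qHTS; fluorescent artifacts likely.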
# DT40 TDP1 no CPT – qHTS for Inhibitors of human tyrosyl-DNA phosphodiesterase 1 (TDP1): qHTS in cells in absence of CPT; DT40 Tdp1-/- hTDP1 cells, no CPT, ATP luminescence, 48 h; 420,000 tested, 15% active; Potency, µM (doses to about 46.2 µM), for the others: at the highest dose activity change, negative = growth inhibition, actives largely listed as inhibitors; note: nearly all actives have a fitted effect of over 55% in size
#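 Chicken DT40 Tdp1-/- cells stably complemented with human TDP1 were seeded at 400 cells/well with DMSO in place of 20 nM camptothecin. After compound pinning, cells grew at least 48 hr at 37 °C; viability read by CellTiter-Glo luminescence.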
# TDP1 cell CPT – DT40-hTDP1 cell growth loss with CPT; 420,000 tested, 12% active; chicken DT40 Tdp1-/-;hTDP1 cells + 20 nM CPT, ATP luminescence, 48 h; Potency, µM (titrated, usually from 46.2 µM), inactives show top-dose activity change, negative = growth inhibition, usual class: inhibitors; note: nearly all actives have a fitted effect of over 55% in size
#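 Chicken DT40 Tdp1-/- cells stably complemented with human TDP1 were seeded at 400 cells/well in medium containing 20 nM camptothecin, exposed to pin-transferred compounds, and grown at 37 °C for at least 48 hr. Viability was read as ATP luminescence.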
# * marks the source's active call; other numbers are inactive results; ? = inconclusive; . = no result given; [ ] = dose if it differs, or a comment. Calls come from the whole dose curve; as a rule, active = well fitted curve in the direction sought with a large enough effect; inconclusive = small, poorly fitted or top-dose-only effect, or another doubt; inactive = no such curve, though single readings can be large; an effect the other way counts as inactive or inconclusive. % is set by controls: 0 for no effect and ±100 for the full control effect; potency is the fitted concentration of half-maximal effect. Only part of the results is shown (hit frequency here may not be typical).
SMILES,KAT2A inh,DT40 TDP1 no CPT,TDP1 cell CPT
C=CCn1c(SCC(=O)Nc2cc(NC(C)=O)ccc2OC)nnc1-c1ccccn1,2%,11%,6%
CCOC(=O)CCC(=O)N1CCNC(=O)C1,0%,-12%,7%
Cc1ccc(S(=O)(=O)Nc2ccccc2F)cc1C(=O)NCc1ccco1,-2%,-5%,-9%
CC(=O)N1c2ccc(S(=O)(=O)N3CCC(C(=O)Nc4ccccn4)CC3)cc2CC1C (stereo unspecified),-3%,-13%,-21%
C[C@@]12CC[C@H]3OC(=O)C=C3C1CC[C@@]13CC(CCC12)[C@](CO)(O[C@H]1O[C@H](CO)[C@@H](O)[C@H](O)[C@H]1O)C3 (stereo partly specified),3%,-2%,-2%
CCOc1ccc(C(=O)N2CCc3cc(OC)c(OC)cc3C2COc2ccc3c(C)cc(=O)oc3c2)cc1OCC (stereo unspecified),-9%,?,?
COc1ccc(CC(=O)Nc2ccc(S(=O)(=O)NC(C)C)cc2)cc1,-2%,?,?
COc1cc(/C=C(\C#N)c2nn(CCO)c(N)c2C#N)cc(OC)c1OC,-13%,-29%,-1%
CCn1c2ccccc2c2cc(C#N)c(N)nc21,.,-3%,-7%
CCC(Sc1nc2ccsc2c(=O)n1Cc1ccc(C(=O)O)cc1)C(=O)Nc1cc(Cl)ccc1C (stereo unspecified),.,?,?
COc1ccc(/C=N/n2c(=O)[nH]c3c([nH]c4ccc(C)cc43)c2=O)cc1CN1CCOCC1,1%,?,?
COc1cccc(C(=O)OCC(=O)NCc2ccc3c(c2)OCO3)c1OC,0%,?,5%
COC1OCC(O)C(NC(=O)N(C)N=O)C1O (stereo unspecified),.,3%,-11%
COc1ccc(NC(=O)C2CCCN(S(=O)(=O)c3cnc[nH]3)C2)cc1 (stereo unspecified),-3%,-3%,-14%
CN(CC(=O)Nc1ccccc1Cl)C(=O)c1ccccc1SCC(=O)N1CCCC1,2%,-17%,1%
Cc1cc(Cl)ccc1OCCCC(=O)Nc1cc(S(=O)(=O)N2CCOCC2)ccc1N1CCOCC1,.,16µM*,?
COc1ccc(COC(=O)C2=C(C)NC(=O)NC2c2cccc(Br)c2)cc1 (stereo unspecified),?,?,?
C[C@H]1CN([C@@H](C)CO)C(=O)CCCn2nncc2CO[C@H]1CN(C)C(=O)Nc1ccccc1,.,-9%,?
COc1ccc(-c2cc(C(=O)Nc3ccc(C(N)=O)cc3)c3ccccc3n2)cc1OC,-3%,5.8µM*,?
Cc1ccc(NC(=O)CN(C)CC(=O)N(CC(C)C)c2c(N)n(CC(C)C)c(=O)[nH]c2=O)c(C)c1,0%,16%,0%
COc1ccc(N(C)S(=O)(=O)c2cccc(C(=O)NCC(c3ccco3)N3CCCC3)c2)cc1 (stereo unspecified),2%,?,?
Cc1onc(-c2c(F)cccc2Cl)c1C(N)=S,-5%,-19%,-7%
CCOC(=O)C1(Cc2cccc(OC)c2)CCN(CCO)CC1,-2%,0%,1%
CCNC(=O)C1(C)CCN(C(=O)c2ccc(OC)c(OC)c2)C1 (stereo unspecified),.,-1%,-7%
COc1ccc(-c2noc(CN(C)CCC3CCCCO3)n2)cc1 (stereo unspecified),1%,?,-7%
CCN(CC)S(=O)(=O)c1cc(NC(=O)C(C)N2CCN(c3ccccn3)CC2)ccc1C (stereo unspecified),-6%,15µM*,18µM*
Oc1ccc(/C=N/N2CCN(C3c4ccccc4-c4ccccc43)CC2)cc1,-3%,-19%,-11%
Cc1ccc(C(=O)Nc2ccc3c(c2)n(C)c(=O)c(=O)n3C)cc1,3%,?,?
O=C(c1c(Cl)cccc1Cl)N1CCN(c2ncccn2)CC1,-1%,-3%,-8%
O=C(Oc1ccc(=O)[nH]n1)c1ccccc1,.,-3%,-17%
CCOC(=O)C(=Cc1ccc(Br)cc1)C(=O)OCC,-5%,2.9µM*,12µM*
Cc1cc(C)cc(N2C(=O)CC(Cn3nc(C)cc3C)C2=O)c1 (stereo unspecified),0%,-19%,?
CCOC(=O)c1sc2nc(OCCN3CCOCC3)cc(C)c2c1N,.,-16%,-5%
CC(=C\c1ccccc1)/C=C1/SC(=S)N(CCCC(=O)O)C1=O,1%,1%,21%
COc1ccc(C)cc1NC(=O)Cn1c(=O)ccc2cc(S(=O)(=O)N3CCC(C)CC3)ccc21,-1%,?,?
CCOc1ccc(NC(=O)C(=S)NC2CCCCC2)cc1,-10%,-6%,8%
Cn1c(=O)cc(Cl)[nH]c1=O,-3%,-7%,2%
COc1cc(CCC(=O)Nc2ccc(C)c(S(=O)(=O)N(C)C)c2)cc(OC)c1OC,0%,21µM*,15µM*
O=C(Nc1nnc(S(=O)(=O)N2CCCCC2)s1)c1cccc(Br)c1,-3%,15µM*,23µM*
COC(=O)[C@]12CCCCC=C1N(Cc1ccc(Cl)cc1Cl)C(=O)[C@H](CC(=O)N1CCN(C(=O)C3CC3)CC1)C2,.,?,?

# Entries of single compounds from above. Order of screens: KAT2A inh | DT40 TDP1 no CPT | TDP1 cell CPT
# O=C(Oc1ccc(=O)[nH]n1)c1ccccc1 in the list: . | -3% | -17%
# COc1ccc(NC(=O)C2CCCN(S(=O)(=O)c3cnc[nH]3)C2)cc1 (stereo unspecified) in the list: -3% | -3% | -14%

# Following part:
SMILES,KAT2A inh,DT40 TDP1 no CPT,TDP1 cell CPT
O=C1C=CC(=O)c2c(O)c(Cl)c(Cl)c(O)c21,20µM*,2.1µM*,?
S=C1NCCc2ccc(Cl)cc2C1c1ccccc1 (stereo unspecified),-3%,23µM*,?
Cc1ccc(CN2C(=O)C(O)(c3c(C)[nH]c4ccccc34)c3ccccc32)cc1 (stereo unspecified),-9%,4.6µM*,6.5µM*
CC(Nc1nc(-c2ccccc2O)nc2ccccc12)c1ccccc1 (stereo unspecified),-11%,?,?
Cc1coc2c(C)c3oc(=O)c(CCC(=O)NCCCN4CCCC4=O)c(C)c3cc12,-5%,-19%,-24%
CCc1ccc(N=C2NC(=O)CC(C(=O)Nc3ccc(OC)cc3)S2)cc1 (stereo unspecified),-10%,-17%,-28%
COc1ccc(C2(CNC(=O)C(=O)Nc3cccc(C(F)(F)F)c3)CCCC2)cc1OC,-15%,18µM*,21µM*
O=C(Nc1cccc(F)c1)c1cc(S(=O)(=O)N2CCOCC2)ccc1N1CCCC1,-16%,-27%,5%
COc1ccc(CCNC(=O)C2CCN(Cc3nc(-c4ccccc4F)oc3C)CC2)cc1OC,-3%,-16%,-27%
Cc1ccc(C(=O)Nc2cccc(N3C(=O)C4CCC(C)CC4C3=O)c2)cc1 (stereo unspecified),1%,-22%,-2%
O=C(COc1ccccc1)NCCn1ccc2ccccc21,-4%,-8%,-26%
O=C(N/N=C\c1ccc(S(=O)(=O)O)o1)c1ccc2c(c1)OCO2,-13%,-6%,15%
CCN(CC)C(=O)CSC1=C(C#N)C(c2cccs2)C=C(C)N1 (stereo unspecified),-3%,23µM*,?
CSc1cccc(NC(=S)N(CCCN2CCCC(C)C2)Cc2cccs2)c1 (stereo unspecified),-3%,?,?
CC(=O)Nc1ccc(/C=N/NS(=O)(=O)c2cc(C)ccc2C)cc1,-8%,-11%,-22%
Cc1cc(Cl)ccc1OCCCC(=O)N1CCOCC1,3%,-10%,2%
CCN1CCN(CC(O)COC(c2ccccc2)c2ccccc2C)CC1 (stereo unspecified),-3%,-10%,?
COc1ccc(C2C(Oc3ccccc3)C(=O)N2c2cc(C)ccc2C)cc1OC (stereo unspecified),-14%,-4%,0%
O=C(NCc1cccs1)C1CCN(S(=O)(=O)N2CCCC2)CC1,-4%,-6%,-12%
COc1ccccc1CCC(=O)Nc1cccc(S(=O)(=O)N2CCCC2)c1,-2%,?,?

# Of the compounds above, 3 contain a cyano group.
SMILES,KAT2A inh,DT40 TDP1 no CPT,TDP1 cell CPT
COc1cc(/C=C(\C#N)c2nn(CCO)c(N)c2C#N)cc(OC)c1OC,-13%,-29%,-1%
CCn1c2ccccc2c2cc(C#N)c(N)nc21,.,-3%,-7%
CCN(CC)C(=O)CSC1=C(C#N)C(c2cccs2)C=C(C)N1 (stereo unspecified),-3%,23µM*,?

# Further compounds follow:
SMILES,KAT2A inh,DT40 TDP1 no CPT,TDP1 cell CPT
CNNC(=S)Nc1cccc(SC)c1,-1%,-1%,19%
Cc1ccc(S(=O)(=O)CCC(=O)OCC(=O)c2cc(C)ccc2C)cc1,-17%,8%,-8%
COc1ccc(N(CC(=O)NCc2cccnc2)S(=O)(=O)c2ccccc2[N+](=O)[O-])c(OC)c1,4%,-30%,5%
CCOC(=O)NC(=O)CSc1nnnn1-c1ccccc1,-1%,-15%,-13%
COc1ccc(OC)c(NC(=O)CSc2nc3[nH]c(=O)cc(O)c3s2)c1,-14%,-9%,2%
CCN1CCN(C(=O)Cn2ncc3c4ccccc4n(Cc4c(C)cc(C)cc4C)c3c2=O)CC1,1%,16µM*,?
COc1cccc(C2C(C(C)=O)=C(O)C(=O)N2Cc2ccco2)c1 (stereo unspecified),60%[activator],-23%,-15%
CN(C(=O)COC(=O)CCCc1c[nH]c2ccccc12)c1c(N)n(Cc2ccccc2)c(=O)[nH]c1=O,0%,17%,7%
CC(=O)c1ccc(N(CC(=O)Nc2cc(C)on2)S(=O)(=O)c2ccc(C)cc2)cc1,-1%,?,-16%
COC(Cc1ccccc1N1CCCC1=O)OC,-22%,-4%,0%
O=S(=O)(NCCS(=O)(=O)N1CCN(c2ccccc2)CC1)c1ccc(Cl)cc1,-5%,-19%,-9%
O=C(CNC(=O)c1ccc(Br)cc1)OCC(=O)c1ccccc1,?,-22%,-1%
c1ccc2c(C[n+]3csc4ccccc43)cccc2c1,-8%,0.82µM*,0.92µM*
COc1ccc(S(=O)(=O)N(C)C[C@@H]2Oc3c(NS(C)(=O)=O)cccc3C(=O)N([C@@H](C)CO)C[C@H]2C)cc1,-6%,-12%,2%
CCOC(=O)c1nn(-c2ccccc2)c(=O)cc1SC(C)C,6%,-18%,6%
CCOc1cc(C(=O)N2CCC(CC3CC(c4ccc(Cl)cc4)=NO3)(C(=O)NCC3CCCCC3)CC2)cc(OCC)c1OCC (stereo unspecified),-1%,18µM*,23µM*
Nc1cc(=O)[nH]c(SCC(=O)Nc2ccc(F)c(Cl)c2)n1,-6%[0.501 µM],3%,-8%
Cc1ccccc1Nc1nc(N)nc(COC(=O)c2ccccc2)n1,-5%,-17%,-9%
Cc1cccc2cc(COC(=O)c3cccc([N+](=O)[O-])c3)c(=O)[nH]c12,-6%,18%,-6%
Cc1ccc(-c2nnc(Nc3ccc(S(N)(=O)=O)cc3)c3ccccc23)cc1S(=O)(=O)N1CCCCC1,12%,0%,-18%
C/C(=N\NS(=O)(=O)c1ccc(C)cc1)c1cc2ccccc2oc1=O,-2%,-8%,10%
CCCSC1=C(C#N)C(c2ccc(O)c(OC)c2)CC(=O)N1 (stereo unspecified),-5%,?,?
CCS(=O)(=O)N1CCN(C(=O)CCC2CCCC2)CC1,-8%,-6%,0%
CCOC(=O)c1c(C)[nH]c(C)c1C(=O)COC(=O)COc1ccc(Cl)c(C)c1,-9%,5%,1%
CCO[C@H]1OC(C(=O)NC2CC2)=C[C@@H](c2ccc(C(F)(F)F)cc2)[C@@H]1CCCO,6%,?,?
CCC(C)Sc1ccc([C@@H]2[C@@H]3C(=O)N(CC)C(=O)[C@@H]3[C@]3(C(=O)OC)CCCCN23)cc1 (stereo partly specified),-5%,21µM*,?
c1ccc2c(c1)CCCc1cc(NCCN3CCOCC3)nnc1-2,-14%,2%,-10%
Cc1ccc(NC(=O)COc2ccc(/C=C3/SC(=Nc4ccccc4)N(Cc4cccnc4)C3=O)cc2)cc1,1%,6.5µM*,5.2µM*
CC(C)N1C(=O)CC2(CC[N+](C)(CCOC(=O)C(c3ccccc3)c3ccccc3)CC2)C1=O (stereo unspecified),?,-3%,1%
CCN1C(=O)CCC(C(=O)O)C1c1ccc(OC)cc1 (stereo unspecified),1%,3%,-1%
CCC(Cn1nnc2ccccc2c1=O)NC(=O)Nc1cc(C)cc(C)c1 (stereo unspecified),-4%,?,-21%
COc1ccc(S(=O)(=O)NCC(=O)Nc2ccc3c(c2)OCCO3)cc1OC,0%,-15%,2%
Cc1cc(C)nc(Nc2ncc(O)n2-c2ccc(C)c(C)c2)n1,-1%,-15%,2%

# Arranged by length of the SMILES (lowest first): 3 of the compounds above.
SMILES,KAT2A inh,DT40 TDP1 no CPT,TDP1 cell CPT
CCN1C(=O)CCC(C(=O)O)C1c1ccc(OC)cc1 (stereo unspecified),1%,3%,-1%
CCS(=O)(=O)N1CCN(C(=O)CCC2CCCC2)CC1,-8%,-6%,0%
c1ccc2c(c1)CCCc1cc(NCCN3CCOCC3)nnc1-2,-14%,2%,-10%
